Assay outcomes: PubChem BioAssay, several laboratories
EBV gp42 block: inhibitors of Epstein-Barr virus glycoprotein 42. Fluorescence polarization binding assay, mP read-out. inhibition, % (tested at 21.74 µM). 220,000 tested, 0.42% active. AID 1085; in the data active means inhibition above about 50%
eIF4E-4G inh: blocks eIF4E binding to eIF4G. P63073+Q04637. TR-FRET eIF4E-eIF4GI(517-606) binding, 2 h. inhibition, % at 21.7 µM. 220,000 tested, 0.37% active;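 active means inhibition above about 30%, limit read from the data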;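 further: 0% = full FRET control wells and 100% = background wells lacking eIF4GI fragment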
Target sequence (P63073 whole entry, looked up, the tested form may be a part): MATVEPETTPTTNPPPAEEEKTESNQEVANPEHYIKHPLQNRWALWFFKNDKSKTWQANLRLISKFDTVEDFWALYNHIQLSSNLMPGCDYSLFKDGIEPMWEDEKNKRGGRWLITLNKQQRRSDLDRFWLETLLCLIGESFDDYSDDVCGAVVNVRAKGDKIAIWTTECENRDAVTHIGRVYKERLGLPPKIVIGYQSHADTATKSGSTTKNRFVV
Target sequence (Q04637 whole entry, looked up, the tested form may be a part): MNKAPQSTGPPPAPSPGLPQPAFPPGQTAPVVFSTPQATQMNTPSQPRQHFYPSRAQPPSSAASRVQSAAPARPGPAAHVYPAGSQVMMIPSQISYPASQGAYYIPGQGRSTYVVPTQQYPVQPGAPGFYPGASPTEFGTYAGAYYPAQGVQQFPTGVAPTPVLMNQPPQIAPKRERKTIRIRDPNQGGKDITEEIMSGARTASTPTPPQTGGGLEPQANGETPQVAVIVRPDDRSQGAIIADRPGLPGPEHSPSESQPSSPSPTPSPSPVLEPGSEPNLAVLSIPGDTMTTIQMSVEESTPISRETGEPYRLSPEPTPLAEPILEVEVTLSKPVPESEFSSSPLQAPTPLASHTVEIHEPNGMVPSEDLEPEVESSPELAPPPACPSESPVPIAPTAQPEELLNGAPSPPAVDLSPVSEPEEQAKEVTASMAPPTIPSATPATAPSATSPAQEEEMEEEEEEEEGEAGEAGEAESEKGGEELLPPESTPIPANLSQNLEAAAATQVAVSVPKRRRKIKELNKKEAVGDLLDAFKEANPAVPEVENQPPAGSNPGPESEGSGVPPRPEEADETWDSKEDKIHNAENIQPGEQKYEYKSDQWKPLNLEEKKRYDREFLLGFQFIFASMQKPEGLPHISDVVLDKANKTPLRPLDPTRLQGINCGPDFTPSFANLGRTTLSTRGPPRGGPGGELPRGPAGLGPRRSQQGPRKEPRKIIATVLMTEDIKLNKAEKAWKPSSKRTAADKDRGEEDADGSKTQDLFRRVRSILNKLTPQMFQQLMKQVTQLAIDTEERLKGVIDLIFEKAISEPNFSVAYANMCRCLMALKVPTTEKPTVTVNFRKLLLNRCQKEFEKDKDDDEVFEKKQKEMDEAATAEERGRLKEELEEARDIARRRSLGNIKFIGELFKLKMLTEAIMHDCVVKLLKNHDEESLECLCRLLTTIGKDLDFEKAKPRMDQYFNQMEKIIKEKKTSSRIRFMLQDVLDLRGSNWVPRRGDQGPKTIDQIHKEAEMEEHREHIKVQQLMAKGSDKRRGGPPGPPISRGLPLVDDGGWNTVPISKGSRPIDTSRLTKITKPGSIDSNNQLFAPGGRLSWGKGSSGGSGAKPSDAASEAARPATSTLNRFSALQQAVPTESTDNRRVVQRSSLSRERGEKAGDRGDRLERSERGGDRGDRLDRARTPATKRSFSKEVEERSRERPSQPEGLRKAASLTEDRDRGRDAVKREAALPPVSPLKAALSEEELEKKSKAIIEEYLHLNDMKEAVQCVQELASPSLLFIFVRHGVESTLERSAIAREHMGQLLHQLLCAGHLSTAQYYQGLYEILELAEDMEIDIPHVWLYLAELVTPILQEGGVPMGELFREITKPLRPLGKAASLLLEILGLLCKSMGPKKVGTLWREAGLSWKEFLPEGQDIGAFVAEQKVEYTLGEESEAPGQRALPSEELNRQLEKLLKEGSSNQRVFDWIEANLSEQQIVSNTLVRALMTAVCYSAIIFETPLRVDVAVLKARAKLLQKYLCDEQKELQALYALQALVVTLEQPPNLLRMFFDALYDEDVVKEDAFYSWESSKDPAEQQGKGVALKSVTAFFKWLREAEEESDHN
TNF necrop inh: blocks TNF-alpha induced death of Jurkat FADD-/- cells. Jurkat FADD-/- TNF necroptosis rescue, ATP luminescence, 24 h; 0 = TNF only, 100 = no-TNF cells. 220,000 tested, 0.068% active. activation (protection from cell death), % at 10 µM;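 active means activation, meaning protection from cell death, of at least 50% relative to plate controls; inactive means activation below 50%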;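 further: necroptosis triggered by 40 ng/mL TNF-alpha added together with compound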
KCC2 mod: modulates chloride dependent transport by human KCC2. Q9H2X9. KCC2 cells, thallium flux FluoZin-2 fluorescence. B-score of Tl+ flux slope (higher = more flux/activation; lower = inhibition) at 10 µM. 190,000 tested, 2.2% active. AID 1456;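 active means thallium flux slope and its plate-corrected score both differing from the plate sample mean at a set confidence after two filtering rounds, in either direction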;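 further: slope of fluorescence scaled to starting intensity during 10 to 20 s after thallium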
L929 necroptosis: L929 zVAD cell death inhibition | viability rescue, % at 10 µM | L929 zVAD necroptosis rescue, ATP luminescence, 24 h; with zVAD 60 µM | 220,000 tested, 0.38% active;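 active means activation, scaled between plate controls, above about 75%, limit read from the data; inactive means activation under that limit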;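 further: 0% = zVAD with DMSO and 100% = DMSO alone without zVAD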
MDM2 E3 inh: blocks human Mdm2 ubiquitin ligase activity; cell-based MDM2 ubiquitination luciferase reporter, 2 h; 0 = plate control, 100 = twice control, blank-subtracted; signal enhancement, % at 5 µM; 210,000 tested, 0.11% active; AID 1230; Q00987;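 active means signal enhancement of 30% or more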;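 further: luminescence tracks abundance of the self-degrading MDM2-luciferase fusion protein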
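test system = mammalian cells stably expressing self-ubiquitinating, self-degrading MDM2 E3–luciferase fusion | quantity = 2000 cells/well | incubation = cell settling 4 h, compound treatment 2 h, both 37 °C | signal = luminescence with SteadyLite reagent, 15 min at room temperature | evaluation = % enhancement relative to plate controls after blank subtraction | benchmarks = plate controls and plate blanks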
Rad51 HR inh: Rad51 (human) homologous recombination inhibition. Q06609. hRad51 DNA strand exchange, fluorescence dequenching. inhibition, % at 10 µM. 200,000 tested, 0.085% active. AID 1385;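 active means inhibition above 40% at the single screening dose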;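 further: 0% = DMSO control wells and 100% = blanks with heterologous ssDNA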
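Test system: preformed human Rad51 ssDNA filaments. Compound dosing: single dose, 10 µM final compound. Incubation: filaments 15 min 37 °C, then compound 30 min. Technique: FRET fluorescence dequenching, excitation 485 nm, emission 520 nm. Read-out basis: percent inhibition from fluorescence, normalised to plate control and blank means. Benchmarks: plate controls and plate blanks.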
PERK inhibitor: human PERK inhibition, primary cell-based screen; Q9NZJ5; CHO PERK-DD fusion, SEAP luminescence translation reporter; inhibition, % at 5.6 µM; 220,000 tested, 0.17% active;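 active means inhibition above the mean inhibition of all tested compounds plus 3 SD, set separately per screening campaign, cut at about 2.9% in these data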;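 further: PERK kinase domain activated by AP20187 dimerizer at 100 nM; 0% = DMSO with dimerizer and 100% = rapamycin at 8.4 µM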
Calpain2 inh: calpain II (pig) inhibition | purified calpain II, fluorogenic peptide substrate, 30 min | inhibition, % at 16 µM | 220,000 tested, 0.37% active;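 active means inhibition above about 50%, limit read from the data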
An asterisk follows results filed as active; nt = no result given; [ ] = dose if it differs, or a comment. Outcome played no part in choosing rows; 3.6% or so of the library scored in one or more.

The line under a structure holds: PERK inhibitor, Calpain2 inh, KCC2 mod, Rad51 HR inh, eIF4E-4G inh, TNF necrop inh, EBV gp42 block, MDM2 E3 inh, L929 necroptosis
> CC(=O)CSc1nc(N)c(C#N)c(-c2cccs2)c1C#N
    -0.8, 12, nt, 2, 1[fluorescence artefact?], 3.2, 1, -12, 1.9
> CCOC(=O)C1=C(C)NC2=C(C(=O)CCC2)C1c1cn(Cc2ccc(Cl)cc2Cl)nc1-c1ccccc1 (configuration not stated)
    -1.2, -172, 0.12, nt, 2, -8.9, -13, 1, -0.4
> COc1ccc(/C(C)=N/Nc2ccccc2Cl)c(O)c1
    -0.5, 28, -0.068, 0, 13, 1.9, -24, -16, -0.2
> COCCNC(=O)c1ccc(Cn2c(=S)[nH]c3cc4c(cc3c2=O)OCO4)cc1
    1.7, 30, nt, -4, -41, -0.4, -2, -17, 1.1
> O=c1[nH]c(-c2ccc(Cl)cc2)nc(=S)[nH]1
    1.7, -19, -0.28, 19, 0, 2.0, -9, -8, 0.5
> CCOc1ccc(Nc2nc(Cc3nnc(SCC(=O)NCC4CCCO4)n3C)cs2)cc1 (configuration not stated)
    2.5, 13, 0.96, nt, -1, -4.0, 1, 4, 0.1
> CCOc1ncccc1C(=O)OCC(=O)c1cccc(Br)c1
    0.0, 9, -0.18, 13, 2, 1.0, -8, -4, 1.4
> Cc1ccccc1NC(=O)Cc1cn(C)c2ccccc12
    -1.1, 16, -0.51, -3, -3, 0.8, -4, -24, -0.7
> CCn1c(C)c(C(C)=O)c(N2CCCC2)nc1=S
    -0.8, -6, 0.32, 1, -3[fluorescence artefact?], 0.6, -11, -7, -0.4
> O=C(Nc1ccc(C2SCCS2)cc1)c1ccccc1
    0.5, -10, -0.14, 9, 2, 1.4, -20, -16, 6.1
> CN(CCc1ccccn1)C(=S)NC(=O)c1ccco1
    0.1, 52*, 1.4, 0, -3, 0.9, 2, -12, 0.3
> CCOC(=O)N1CCc2c(sc3nc4n(c(=O)c23)N=C(c2ccc(OC)cc2)CS4)C1
    1.2, -18, -0.055, -3, 18, -8.6, -21, -23, 0.5
> O=C(Nc1cc(S(=O)(=O)N2CCOCC2)ccc1N1CCCC1)c1cccnc1Cl
    -1.5, -2, -0.31, 3, 6, 4.2, -21, -15, 0.2
> N#Cc1c(-c2cccs2)nc(SCC(=O)c2ccc(Br)cc2)[nH]c1=O
    0.9, 27, -4.3, -25, 4, 0.4, 1, -12, -0.5
> S=C(N/N=C/c1ccc(Cl)cc1)N1CCOCC1
    0.1, 4, 41*, 9, 8, 0.9, 5, 0, 2.1
> OCc1cc(CO)c(O)c(CCc2ccccc2)n1
    0.8, -69, nt, -14, -1, 0.0, -29, -17, -0.2
> CCCC(C)NC(=O)COC(=O)c1cccc(NS(C)(=O)=O)c1 (configuration not stated)
    1.1, 5, nt, -8, -1, 3.0, -16, -4, 1.4
> COc1cc(C(=O)NCc2nnc(SCC(=O)Nc3cccc(C)c3)o2)cc(OC)c1OC
    -0.7, 2, 1.2, -1, 6[fluorescence artefact?], -1.1, -34, -5, -0.3
> COC(=O)Cc1cc(=O)[nH]c(/N=C(\N)Nc2cccc(C)c2)n1
    1.0, -26, -0.15, -56, 2, 0.8, -4, 4, 1.1
> COc1cccc(CNCc2cccnc2)c1OCc1ccccc1
    0.0, -12, 0.96, -1, 1, 1.7, -24, -7, -1.7
> Nc1cccc(Oc2ccc3c(c2)C(=O)N(CC2CCCO2)C3=O)c1 (configuration not stated)
    1.0, 22, -1.2, 20, 4, 0.7, -20, -22, -0.9
> COc1ccc(C(=O)C2CCCN(C(=O)C3CCOCC3)C2)c(C)c1 (configuration not stated)
    0.2, -5, 0.59, 6, 1, -0.3, -1, -6, -0.4
> O=C(c1ccccc1)N1CCN(c2ncnc3sc4c(c23)CCC4)CC1
    -0.3, 3, -0.42, 2, -3, -2.7, 3, -17, -0.1
> CNC(=O)CSc1nnc(COc2ccc(Cl)cc2)n1CCOC
    1.4, 3, 0.81, 0, 0, -2.0, -7, -4, 0.9
> Cn1nnnc1SCC(=O)c1cccs1
    2.0, -13, -0.31, 2, 4, 4.9, -17, -17, -0.5
> CCOC(=O)N1CCN(C(=S)NCCOC)CC1
    0.1, 22, nt, -1, -2, -0.4, 1, -7, 0.7
> Cc1cccc(C)c1NC(=S)N(Cc1ccccc1)Cc1cccs1
    -0.1, 2, 1.4, 9, 0, -4.0, 0, -5, 0.7
> CCOC(=O)CNS(=O)(=O)c1ccc(C(=O)O)cc1
    0.9, -10, 0.041, 8, -7, -2.0, -6, -6, 0.1
> Cc1cccc(-n2c(Cc3cc(=O)[nH]c(=O)[nH]3)nnc2SCC(=O)N2CCCCC2)c1
    1.2, 0, 1.1, nt, 1, -0.3, -7, -20, 0.9
> O=C(c1ccc(Cl)cc1)N(c1ccccn1)C1CCCCC1
    -0.3, 19, 0.15, 12, 1, -0.8, 3, -2, -0.8
> COc1ccc(C(=O)N2CCN(S(=O)(=O)c3ccc(F)cc3)CC2)cc1OC
    -0.9, 35, -0.38, -7, 3, 2.1, -10, -1, 1.6
> N#Cc1c(N)nc(N2CCCC2)c(C#N)c1-c1ccc(Cl)cc1
    1.4, -119, 0.49, -4, -15[fluorescence artefact?], 2.0, 7, 1, 1.8
> Cc1cc(C)cc(N2C(=O)CC(Cn3nc(C)cc3C)C2=O)c1 (configuration not stated)
    -0.3, 1, 0.34, nt, 3, 1.0, -1, -1, 0.1
> O=C(CN(c1ccc2c(c1)OCCO2)S(=O)(=O)c1ccccc1)Nc1ccc2c(c1)OCO2
    -1.1, 7, nt, -5, -2, -11, 5, -36, -0.4
> CCN1C(=O)c2cccc3c(NC(=O)c4ccc5c(c4)OCCO5)ccc1c23
    -0.4, -288, -0.029, -2, -10, -0.4, -160, -24, -0.4
> O=C(Cc1c[nH]c2ccccc12)NC1(C(=O)NC2CCCC2)CCCCC1
    0.7, -18, 0.45, 14, -2, 0.9, 4, -8, 2.1
> COc1cc(OC)c(NC(=O)CCc2nc(-c3cccs3)no2)cc1Cl
    -0.1, -16, nt, -11, -6, 2.9, -7, -16, 1.0
> O=S(=O)(NCc1ccncc1)c1ccccc1
    0.6, -8, 0, -2, 2, -6.7, 3, 4, -0.6
> Cc1[nH]nc(SCC(=O)NCc2ccc(Cl)cc2)c1[N+](=O)[O-]
    0.9, 9, -0.78, -4, 1[fluorescence artefact?], 0.7, -13, -10, 0.7
> CC(C)n1nc(C(=O)Oc2ccc(Cl)cc2)c2ccccc2c1=O
    0.5, -5, -1.5, nt, 4[fluorescence artefact?], 0.0, -8, -3, 0.7
> CCCOc1ccc(NC2=CC(=O)CC(C)(C)C2)cc1
    -2.1, 38, nt, -2, -2, 0.2, 1, -5, -0.1
> O=C(NCc1ccco1)C1CCCN(S(=O)(=O)Cc2ccccc2)C1 (configuration not stated)
    0.6, 4, nt, 9, 0, 1.3, 2, -26, -0.2
> CCCS(=O)(=O)NCCc1cc2cc(C)c(C)cc2[nH]c1=O
    0.1, -13, -0.26, 0, -1, -0.8, -25, -18, 0.6
> O=C1CC(c2cccnc2)c2cc3c(cc2N1)OCCO3 (configuration not stated)
    0.6, -41, 0.11, -2, 1[fluorescence artefact?], -1.2, -7, -10, -0.7
> Cc1ccc(OCC(=O)Nc2ccc3c(c2)OC(F)(F)O3)c([N+](=O)[O-])n1
    0.2, 4, 0.69, nt, 4[fluorescence artefact?], 2.9, 0, nt, 2.1
> CCNC(=O)COc1ccc2ccccc2c1
    0.5, -12, -0.029, -16, 0, -5.1, -3, 5, 0.2
> COC(=O)c1ccccc1NC(=O)C1CCC(=O)N1S(=O)(=O)c1ccc(C)cc1 (configuration not stated)
    0.3, 9, 1.1, nt, -4, -0.3, 3, -19, 0.6
> CCOC(=O)c1c(C)n(C)c2ccc(OC)c(NC(=O)c3cccs3)c12
    -2.0, -3, nt, -7, 8, -1.8, 1, -6, 1.1
> O=C(NCCSc1ccccc1)c1ccccc1Cl
    0.5, 28, -0.42, nt, 6[fluorescence artefact?], 9.6, 8, nt, 1.1
> O=C(NCCc1cccs1)C1CC(c2cccc(F)c2)=NO1 (configuration not stated)
    nt, 0, -0.76, -5, 0, 3.8, -7, -9, 0.8
> CCCCCCS(=O)Cc1ccccc1 (configuration not stated)
    1.0, -14, -2.1, -4, 3, 24, -16, -16, -0.7
> CC1CN(S(=O)(=O)c2ccccc2)CC(C)O1 (configuration not stated)
    -0.1, 12, nt, 2, 2, -0.7, -6, -3, -0.3
> COc1cccc(NC(=O)N2CCCC2C(=O)NC(C)C)c1 (configuration not stated)
    0.4, -5, 2.3, 0, -1, -0.3, -4, -15, 0.1
> CCOC(=O)c1c(C)n(C)c2ccc(OC)c(NC(=O)CN3CCN(C4CCCCC4)CC3)c12
    -2.7, 10, nt, -4, -5, -0.3, -7, -2, 0.1
> Cc1ccc(S(=O)(=O)Cn2nnnc2CN2CCN(C(=O)c3ccco3)CC2)cc1
    -0.7, -29, 0.4, nt, 3, -0.8, 1, -18, 0.1
> OCc1csc(=Nc2ccccc2)n1-c1ccccc1
    1.2, -1, nt, 4, -6, 11, -15, -11, 1.4
> Cc1onc(-c2ccccc2)c1C(=O)NC(=S)NNC(=O)c1ccc(O)cc1
    -0.7, -2, 0.4, 1, 1, -0.1, -11, -25, 2.6
> CCOc1ccc(S(=O)(=O)/N=C(\N)c2ccccc2)cc1
    1.7, -3, 0.12, nt, -5, -2.3, -3, -6, -1.4
> CCc1cc(C(=O)N=Nc2c(O)[nH]c3ccc([N+](=O)[O-])cc23)c2ccccc2n1
    -0.4, -37, -0.88, 10, 27, -0.2, 31, -7, 0.7
> O=C(Nc1ccccc1)c1cccc(N2C(=O)CCC2=O)c1
    0.5, 4, 0.47, -5, 3, -2.0, 1, -26, 0.0

The listing continues.
The line under a structure holds: PERK inhibitor, Calpain2 inh, KCC2 mod, Rad51 HR inh, eIF4E-4G inh, TNF necrop inh, EBV gp42 block, MDM2 E3 inh, L929 necroptosis
> O=C1/C(=C/c2ccccc2)NC(=S)N1C(c1ccccc1)c1ccccc1
    -0.8, 36, 1.1, -1, -3, -14, -3, -20, 0.8
> Cc1ccc(C)c(C(=O)COc2ccc(C)nc2[N+](=O)[O-])c1
    0.3, -155, -0.31, -7, 3, -10, -21, -2, 0.1
> COc1cc(C(=O)NC2=NCCS2)ccc1OCc1c(C)noc1C
    0.9, 24, -0.11, 4, 2, -0.7, -4, -7, 0.3
> Clc1ncnc2c1oc1ccccc12
    0.3, 3, nt, -3, -15[fluorescence artefact?], -17, -24, -34, 0.4
> COc1cc(CCC(=O)Nc2cccc(C(F)(F)F)c2)cc(OC)c1OC
    -0.2, 19, 0.46, -3, -5, 0.8, -2, -23, 1.1
> COc1cccc(-n2cc(CNCc3cn(C)nc3-c3ccccc3F)cn2)c1
    1.8, -7, nt, 13, -1, 1.2, -12, -2, 0.5
> O=C(Nc1ccc(F)cc1F)c1csc(-c2cccs2)n1
    1.0, 6, -0.25, -2, -1, -0.4, 6, -7, -0.3

KCC2 mod: entries above that show a hit.
SMILES	PERK inhibitor	Calpain2 inh	KCC2 mod	eIF4E-4G inh	EBV gp42 block	MDM2 E3 inh
S=C(N/N=C/c1ccc(Cl)cc1)N1CCOCC1	0.1	4	41*	8	5	0
